Compound activity deposited in PubChem by The Scripps Research Institute Molecular Screening Center.
ASAP1 inh: inhibitors of human ASAP1 ArfGAP activity. Q9ULH1. ASAP1-stimulated ARF1 GTP hydrolysis, GDP FP detection. inhibition, % at 16.5 µM. hit rate 0.19% among 360,000. AID 624377; in the data active means inhibition above about 25%;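 further: 0% = vehicle with enzyme and substrate and 100% = no enzyme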
ADAM17 inh: ADAM17 inhibition, QFRET primary screen. hit rate 0.83% among 370,000. recombinant ADAM17, EDANS/DABCYL FRET peptide cleavage. inhibition, % at 6.95 µM. AID 720648. P78536;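 active means inhibition above the mean of compounds lying between control limits plus 3 SD, set per campaign, cut at about 8.5% in these data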;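 further: 0% = DMSO-only wells as the low control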
Tn7 DDE FP: DD(E)-Tn7 binding inhibition, primary FP screen. P02675. AID 720508. FP displacement of FITC-Tn7 peptide from fibrin DD(E); 0% = median of compound wells per plate. hit rate 0.13% among 370,000. inhibition, % at 8.3 µM;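 active means inhibition above the mean of compounds falling within the control limits plus 3 SD of them, cut at about 14% in these data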;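 further: 0% = plate median of compound wells and 100% = 10 µM Aha-Tn7 peptide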
Target sequence (P02675 whole entry, looked up): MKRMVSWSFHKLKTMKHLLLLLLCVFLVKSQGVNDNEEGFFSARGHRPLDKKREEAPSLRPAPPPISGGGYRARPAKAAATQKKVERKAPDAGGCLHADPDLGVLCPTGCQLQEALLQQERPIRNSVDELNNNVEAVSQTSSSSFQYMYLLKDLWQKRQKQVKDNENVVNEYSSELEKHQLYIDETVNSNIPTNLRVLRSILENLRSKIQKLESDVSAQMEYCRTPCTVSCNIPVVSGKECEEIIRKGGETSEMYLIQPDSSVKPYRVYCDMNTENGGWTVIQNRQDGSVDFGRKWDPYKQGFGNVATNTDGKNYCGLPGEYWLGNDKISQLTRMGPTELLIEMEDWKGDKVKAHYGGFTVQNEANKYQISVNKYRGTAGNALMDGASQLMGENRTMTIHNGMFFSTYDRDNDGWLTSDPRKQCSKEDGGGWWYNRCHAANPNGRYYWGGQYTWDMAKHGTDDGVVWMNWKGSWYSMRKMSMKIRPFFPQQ
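Assay system: Human fibrin DD(E) protein | Medium: Tris buffer with calcium and detergent, pH 7.8 | Reagent: 0.1 µM fluorescent Tn7 | Compound dosing: Single point at 8.3 µM | Times: 10 min preincubation, 3 h with tracer, room temperature | Detection: Fluorescence polarization of the labelled Tn7 tracer | Controls: Aha-Tn7 high control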
ADAM10 inh: inhibits human ADAM10; hit rate 0.62% among 370,000; recombinant ADAM10, EDANS/DABCYL FRET peptide cleavage, 3 h; inhibition, % at 7 µM; AID 720582;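 active means inhibition above a per-campaign cutoff equal to the mean of compounds falling between control-based bounds plus 3 SD, cut at about 20% in these data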;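 further: 0% = DMSO wells while the 100% control is not disclosed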
DDE Tn6 FP inh: DD(E)-Tn6 binding inhibition, primary FP screen; inhibition, % at 8.3 µM; AID 720509; P02675; Fibrin DD(E) TRITC-Tn6 fluorescence polarization displacement; hit rate 0.21% among 370,000;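 active means inhibition above a per-campaign cutoff: mean of compounds within control limits plus 3 SD, cut at about 15% in these data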;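 further: 0% = median of all compound wells on the plate and 100% = blocking peptide control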
TDP2 inh: blocks human TDP2 phosphodiesterase activity; hit rate 0.34% among 370,000; inhibition, % at 12.8 µM; recombinant TDP2, T5PNP hydrolysis, p-nitrophenol absorbance 415 nm; O95551; AID 720702;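 active means inhibition above the mean of all tested compounds plus 3 SD, set per campaign, cut at about 25% in these data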;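 further: 0% = DMSO with enzyme and 100% = buffer with substrate but no TDP2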
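System – recombinant human TDP2 · Amount – 120 nM TDP2 per well · Buffer or medium – Mg2+-containing Tris-HCl buffer, pH 7.5 · Reagent – T5PNP substrate, 5 mM · Dosing – 12.8 µM single point, 1% DMSO · Incubation – 2 h at 37 °C · Measured by – epi absorbance · Read-out basis – percent inhibition · Benchmarks – high control without enzyme, low control DMSO plus TDP2 · Repeats – singlicate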
ARFGAP1 inhibitor: inhibitors of rat ARFGAP1. Q62848. Arfgap1-stimulated ARF1 GTP hydrolysis, GDP FP detection. inhibition, % at 16.5 µM. hit rate 0.26% among 360,000. AID 651572;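 active means inhibition above a per-plate limit, mean inhibition of low control wells plus 3 SD, cut at about 25% in these data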;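 further: 0% = DMSO wells with enzyme and 100% = wells lacking Arfgap1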
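Material – truncated rat Arfgap1 GAP domain · Buffer or medium – HEPES-based buffer, pH 7.5 · Reagent – human ARF1(Δ1-17)-GTP substrate · Dosing – 16.5 µM single point, 1.26% DMSO · Schedule – GTP hydrolysis reaction 2 h at 25 °C · Technique – GDP detection by fluorescence polarization · Benchmarks – No-Arfgap1 wells (100%) versus DMSO full-reaction wells (0%) · Repeats – single replicate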
PLC-gamma1 inh: blocks human PLC-gamma1 enzyme activity | P19174 | purified PLC-gamma1, fluorogenic substrate, fluorescence | inhibition, % at 12.2 µM | hit rate 0.84% among 370,000 | AID 720700; in the data active means inhibition above about 9.5%
SIAE primary: blocks human sialic acid acetylesterase; SIAE FP-Rh probe binding, fluorescence polarization; inhibition, % at 9.66 µM; hit rate 0.69% among 370,000;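 active means inhibition above a cutoff: mean of compounds within the control limits plus 3 SD of those, cut at about 17% in these data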;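 further: 0% = plate median of compound wells and 100% = probe without SIAE protein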
Target sequence (Q9HAT2 whole entry, looked up): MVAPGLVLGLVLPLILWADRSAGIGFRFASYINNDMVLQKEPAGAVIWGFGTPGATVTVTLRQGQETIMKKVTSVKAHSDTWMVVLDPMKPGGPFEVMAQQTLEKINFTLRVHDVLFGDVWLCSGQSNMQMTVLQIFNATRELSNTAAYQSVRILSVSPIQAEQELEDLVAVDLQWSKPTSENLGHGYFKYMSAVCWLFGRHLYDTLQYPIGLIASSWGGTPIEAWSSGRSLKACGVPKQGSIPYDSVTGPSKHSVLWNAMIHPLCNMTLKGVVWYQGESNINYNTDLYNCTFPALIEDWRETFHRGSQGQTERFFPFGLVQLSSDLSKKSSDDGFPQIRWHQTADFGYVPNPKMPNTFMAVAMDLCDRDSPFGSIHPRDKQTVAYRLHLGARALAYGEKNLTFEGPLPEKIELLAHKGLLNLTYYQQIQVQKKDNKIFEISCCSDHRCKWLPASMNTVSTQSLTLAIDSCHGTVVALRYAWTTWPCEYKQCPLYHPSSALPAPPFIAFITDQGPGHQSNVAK
PLC-beta3 inh: blocks human PLC-beta3 enzyme activity. Q01970. Purified PLC-beta3, fluorogenic substrate, fluorescence. inhibition, % at 12.2 µM. hit rate 0.18% among 370,000. AID 720704; in the data active means inhibition above about 11%;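 further: 0% = median of compound wells on plate and 100% = full blocker control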
Numbers without * were called inactive; i = inactive.

SMILES | ASAP1 inh | ADAM17 inh | Tn7 DDE FP | ADAM10 inh | DDE Tn6 FP inh | TDP2 inh | ARFGAP1 inhibitor | PLC-gamma1 inh | SIAE primary | PLC-beta3 inh
NC(=O)c1ccc(NC(=O)CCC(=O)N2CCN(S(=O)(=O)c3ccc(Cl)cc3)CC2)cc1 | 0 | -2 | 5 | 0 | 6 | 3 | -22 | -1 | -2 | -5
Cc1cc(C)cc(N(C(=O)c2csnn2)C(C(=O)NC(C)(C)C)c2cccnc2)c1 (stereo not drawn) | -9 | 1 | 0 | 1 | 4 | -5 | 5 | 0 | 0 | -1
COc1ccc(S(=O)(=O)NCc2nc3nc(C)cc(C)n3n2)cc1OC | 0 | -2 | 0 | -12 | -4 | 2 | -3 | 0 | -1 | 2
COc1ccc(S[C@@H](CCN2CC[C@H](C)CCC2=O)c2ccccc2)cc1 | -7 | 14* | -8 | 15 | 0 | -26 | -2 | 9.7* | -10 | 7
Cn1cccc1/C=C1/SC(=S)N(CC(=O)O)C1=O | 1 | 1 | 1 | -7 | 0 | -4 | -5 | -2 | 1 | -3
CC(=O)Nc1cc(-c2cccc(CO)c2)cn2c(-c3cccc(C(F)(F)F)c3)cnc12 | 2 | -4 | 1 | -20 | 1 | -6 | 2 | -8 | -8 | -9
CCOC(=O)c1ccccc1NC(=O)COC(=O)CN1C(=O)NC2(CCCC2)C1=O | -1 | -5 | 0 | -13 | -4 | -6 | 1 | 4 | 2 | -10
C#CC(CC)(CC)NC(=O)c1nn(-c2ccccc2Cl)c(C)cc1=O | 4 | 1 | -7 | 5 | 0 | -7 | 4 | 2 | 0 | 2
NCCNc1ccc(C(=O)N2c3ccccc3Sc3ccccc32)cc1[N+](=O)[O-] | -1 | -2 | 5 | 6 | -4 | 2 | 8 | 7 | 1 | -4
O=C(c1ccccn1)N1CCN(S(=O)(=O)c2cccc(Br)c2)CC1 | -4 | -2 | -3 | -3 | 4 | 10 | -18 | -1 | -2 | -1
C[n+]1ccc(/C=C/c2c[nH]c3ccccc23)cc1 | 1 | 3 | -55 | 0 | 3 | -4 | 7 | -209 | 4 | -225
O=C(CC12CC3CC(CC(C3)C1)C2)N1CCN(S(=O)(=O)c2cccs2)CC1 | 3 | 2 | -3 | 8 | 7 | -6 | 5 | 0 | -2 | 4
COc1cccc(/C=N/NC(=O)C(=O)NCc2ccco2)c1OC | -6 | -3 | 0 | -8 | 2 | -4 | 7 | -5 | 0 | 0
CC(C)CCNC(=O)c1onc(CSc2ccc(F)c(F)c2)c1C(=O)NCCC(C)C | -1 | -1 | -2 | 8 | -5 | -9 | 6 | -1 | -10 | 3
O=C(NCc1ccccc1)C(c1ccncc1)n1c(=O)c(-c2ccccc2)nc2ccccc21 (stereo not drawn) | 11 | -125 | 4 | -472 | 4 | 4 | -7 | -89 | -1 | -109
CCOC(=O)NC1CCc2cc(OC)c(OC)c(OC)c2-c2ccc(SC)c(=O)cc21 (stereo not drawn) | 16 | 1 | 0 | -6 | -6 | -2 | -12 | -3 | 10 | -4
CN(C)N1C(N)=C(C#N)C(c2ccccc2)C2=C1CC(C)(C)CC2=O (stereo not drawn) | 3 | -9 | 2 | 2 | -14 | 6 | 5 | -11 | -5 | -18
CCN1CCN(S(=O)(=O)c2c[nH]c(C(=O)OC)c2)CC1 | 3 | -2 | 3 | -14 | -1 | 3 | -1 | 2 | -4 | -1
C=CCn1cnnc1SCC(=O)N(C)CC1COc2ccccc2O1 (stereo not drawn) | -4 | -3 | -11 | -7 | -1 | -2 | -4 | 2 | 8 | -1
Cc1sc(=NC(=O)c2ccco2)n(C)c1-c1ccccc1 | 0 | -1 | -1 | -2 | 9 | -11 | -2 | -62 | 2 | -94
Cc1nn(-c2ccccc2)c(C)c1C(=O)Nc1ccc(N2CCOCC2)cc1 | 3 | -3 | 3 | 0 | 5 | 6 | 3 | -2 | -4 | -2
Cc1cc(C)c2c(N)c(C(=O)c3ccccc3)sc2n1 | -9 | -4 | 0 | -4 | -5 | -1 | -15 | -5 | 4 | -7
CCCCN(C)C(=O)c1nc2ccccn2c1CN1CCC[C@H]1CO | 5 | 5 | 0 | 6 | -9 | -19 | -2 | 3 | 2 | -4
CN(Cc1ccccc1)C(=O)COC(=O)C1=NNC(=O)CC1 | 3 | 5 | -13 | 3 | 10 | -2 | 1 | 3 | 4 | 3
COc1cc2c(cc1OC)C(C)N(C(=O)c1cc3c(s1)-c1ccccc1OC3)CC2 (stereo not drawn) | 4 | -307 | -3 | i | -10 | -2 | 25* | -446 | -10 | i
Remaining list, next part:
SMILES | ASAP1 inh | ADAM17 inh | Tn7 DDE FP | ADAM10 inh | DDE Tn6 FP inh | TDP2 inh | ARFGAP1 inhibitor | PLC-gamma1 inh | SIAE primary | PLC-beta3 inh
Cc1ccc(S(=O)(=O)/N=C(/Nc2ccc(F)cc2F)c2ccccc2)cc1 | 12 | -3 | -4 | 0 | 1 | -14 | -6 | 5 | -3 | -6
CCN(Cc1nc(-c2ccc(Cl)cc2)no1)CC1CCCO1 (stereo not drawn) | -7 | -3 | 6 | 6 | 5 | -2 | -3 | -2 | 0 | -5
C=CC(=O)Nc1cccc(Oc2cc(Cl)nc3[nH]ccc23)c1 | -8 | 11* | -3 | 21* | -6 | -4 | 3 | 6 | -13 | -8
CC(C)(C)OC(=O)NCCCC[C@@H](C(=O)N1CCN(C(=O)OC(C)(C)C)CC1)n1cc(C(CO)NC(=O)OC(C)(C)C)nn1 (stereo partly drawn) | -1 | -5 | -3 | -5 | 1 | -11 | 2 | -3 | -2 | 1
Cc1cccc(Oc2coc3cc(OC(=O)c4cncc(Br)c4)ccc3c2=O)c1 | -14 | -95 | -1 | -305 | -2 | -4 | 0 | -291 | -3 | -367
O=C(Nc1cccc(F)c1)c1cc(S(=O)(=O)N2CCC(C(=O)O)CC2)ccc1F | -4 | -5 | 2 | 4 | 2 | 0 | 13 | -1 | -1 | 0
O=C1C2C3C=CC(C4CC34)C2C(=O)N1/N=C/c1ccc(-c2ccc([N+](=O)[O-])cc2)o1 (stereo not drawn) | 8 | -1 | 2 | -7 | 2 | 9 | 0 | -6 | 1 | -7
COc1ccc(N2C(=S)NC3N2C(=S)NC3(C)c2ccccc2)cc1 (stereo not drawn) | -8 | -22 | -3 | -6 | -4 | -7 | 8 | 1 | -3 | 1
CCC(CC)c1nnc(NC(=O)c2cc(-c3ccccc3)nc3ccccc23)s1 | 9 | -6 | 2 | -4 | -3 | 13 | -6 | -4 | 2 | 0
COC(=O)c1sc2ncn(-n3c(C)ccc3C)c(=O)c2c1C | 4 | 1 | 1 | 5 | 0 | -6 | 0 | 2 | 7 | 4
COc1cnc(-c2ccccc2)[nH]c1=O | 5 | -1 | 3 | 0 | 0 | -4 | 0 | -1 | 4 | -1
COc1cccc(C(=O)NCC2CCN(C(=O)C(=O)c3cc4ccccc4o3)CC2)c1 | 0 | -2 | -2 | -2 | -5 | -2 | -4 | 1 | 0 | 2
CC(C)(OC(=O)NC(=O)C(F)(F)F)C(C)(C)OC(=O)NC(=O)C(F)(F)F | -17 | 2 | 5 | -4 | -1 | 1 | -9 | 1 | 4 | 4
CCCCC(OC(=O)c1cc2occc2n1C)C(=O)NCC1CCCO1 (stereo not drawn) | 4 | -5 | -6 | -4 | 1 | -4 | 2 | 0 | 1 | -2
CNc1ccc(/C=C/C(=O)c2cccc3ccccc23)cc1[N+](=O)[O-] | 6 | 1 | 3 | 8 | 0 | -1 | -4 | 3 | 11 | 4
CCc1nc2sc3ccccc3c(=O)c2c(=O)n1CCOC | 17 | -5 | 6 | 1 | 15 | 3 | -16 | 0 | -3 | 3
Cc1cccc(C(=O)NC2CCN(C(=O)Nc3ccc(F)cc3)CC2)c1 | 3 | -2 | 4 | -10 | -4 | 1 | -1 | 1 | 3 | -1
O=C(Nc1cccc2c1CCCC2)c1cc(C2CCCCN2C(=O)OCCF)on1 (stereo not drawn) | -8 | -3 | -3 | -3 | 7 | 1 | -5 | 0 | -6 | -2
CCN(C(=O)COc1ncnc2scc(-c3ccc(F)cc3)c12)C1CCS(=O)(=O)C1 (stereo not drawn) | -4 | -3 | -2 | 2 | 3 | 9 | 6 | -2 | -7 | -3
CC1C(=O)N2CCCc3cc(S(=O)(=O)N4CCN(c5ccccc5F)CC4)cc1c32 (stereo not drawn) | -8 | 0 | -2 | -1 | -5 | 10 | 8 | -6 | 4 | -13
CCc1ccc(Nc2nnc(SC3CCOC3=O)s2)cc1 (stereo not drawn) | -3 | -1 | -1 | -1 | 3 | 12 | 5 | 1 | 1 | 1
CC(=O)Nc1ccc(S(=O)(=O)N(C)CC(=O)NC2CCCCCCC2)cc1 | -17 | -4 | 0 | -8 | 3 | 14 | 14 | -1 | -2 | -8
CN1CCN(c2ccc(NC(=O)c3ccc(-c4cccc([N+](=O)[O-])c4)o3)cc2)CC1 | 31* | 1 | 0 | 2 | -9 | 12 | 17 | 5 | 5 | 6
NC(=O)c1sc2nc3c(c(-c4cccs4)c2c1N)CCCCC3 | 5 | -2 | 4 | -4 | -5 | 1 | -6 | -146 | 2 | -204
O=C(COc1ccccc1)NNC(=O)c1cccs1 | -4 | -3 | 7 | -2 | -1 | 12 | 2 | 1 | -2 | 1
Cc1cc(C)nc(N/N=C/c2ccccc2OCc2ccc(Br)cc2)n1 | -1 | 0 | -2 | 3 | 1 | 11 | -18 | 2 | -4 | 1
CSCCCNC(=S)N1CCc2ccccc2C1 | -8 | 1 | 7 | -3 | 0 | -5 | 19 | 1 | 0 | -3
COc1ccc(CNC(=O)C/C(C)=N/NC(=O)Cc2ccc(OC)cc2)cc1 | 9 | 4 | 7 | 8 | -4 | -3 | 8 | 1 | 0 | -2
COc1ccc(/C=N/NC(=O)c2cccc(Br)c2)cc1CSc1ccccn1 | 3 | -2 | 2 | 1 | -2 | 3 | 3 | -6 | -65 | -4

Three entries drawn at random from the list so far:
SMILES | ASAP1 inh | ADAM17 inh | Tn7 DDE FP | ADAM10 inh | DDE Tn6 FP inh | TDP2 inh | ARFGAP1 inhibitor | PLC-gamma1 inh | SIAE primary | PLC-beta3 inh
O=C1C2C3C=CC(C4CC34)C2C(=O)N1/N=C/c1ccc(-c2ccc([N+](=O)[O-])cc2)o1 (stereo not drawn) | 8 | -1 | 2 | -7 | 2 | 9 | 0 | -6 | 1 | -7
COc1ccc(/C=N/NC(=O)c2cccc(Br)c2)cc1CSc1ccccn1 | 3 | -2 | 2 | 1 | -2 | 3 | 3 | -6 | -65 | -4
Cc1ccc(S(=O)(=O)/N=C(/Nc2ccc(F)cc2F)c2ccccc2)cc1 | 12 | -3 | -4 | 0 | 1 | -14 | -6 | 5 | -3 | -6

Compounds were not picked by outcome; any-hit rate near 3.6%.
